SENP6 inh – SENP6 protease inhibitors, primary screen, biochemical, luminescence, uHTS. Recombinant SENP6 catalytic domain, aminoluciferin luminescence. inhibition, % at 10 µM. 330,000 tested, 1.8% active. AID 2599, 2010;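 active = inhibition above about 50% at the single tested dose, limit read from the data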;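 also: plate controls were DMSO wells with enzyme for no effect and DMSO wells lacking enzyme for full effect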
Target sequence (Q9GZR1 628-1112 limits assumed): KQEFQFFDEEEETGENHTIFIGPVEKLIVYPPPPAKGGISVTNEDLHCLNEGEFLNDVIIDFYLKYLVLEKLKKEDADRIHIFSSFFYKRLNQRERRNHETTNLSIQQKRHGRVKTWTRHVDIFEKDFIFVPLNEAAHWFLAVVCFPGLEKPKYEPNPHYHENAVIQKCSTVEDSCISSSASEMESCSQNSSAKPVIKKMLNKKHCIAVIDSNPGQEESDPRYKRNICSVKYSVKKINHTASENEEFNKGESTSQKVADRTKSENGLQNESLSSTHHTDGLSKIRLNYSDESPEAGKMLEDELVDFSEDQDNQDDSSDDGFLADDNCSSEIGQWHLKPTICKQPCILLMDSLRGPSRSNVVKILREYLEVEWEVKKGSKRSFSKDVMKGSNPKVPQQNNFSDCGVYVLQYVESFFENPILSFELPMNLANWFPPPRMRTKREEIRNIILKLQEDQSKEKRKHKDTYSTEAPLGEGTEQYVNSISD
MPTP block – mitochondrial permeability transition pore inhibitors, primary screen, biochemical, isolated mouse mitochondria, absorbance; Ca2+ swelling absorbance, 30 min; AID 602449, 2012; 360,000 tested, 1.4% active; inhibition, % at 10 µM;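 active = inhibition of 50% or more, scaled per plate between neutral and stimulator controls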;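 also: 0% = DMSO wells given calcium and 100% = 1 mM EGTA wells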
GRIN3A LBD mod – binders of NR3A ligand-binding domain, primary screen, biophysical, differential scanning fluorimetry, uHTS; Tm shift relative to glycine control, % at 25 µM; 340,000 tested, 2.5% active; Glutamate receptor ionotropic, NMDA 3A (GRIN3A) ligand-binding domain; NR3A LBD differential scanning fluorimetry, Tm shift; 0% = protein alone, 100% = glycine-bound protein; AID 1259313, 2017;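 active = melting temperature shift of at least 10% of the positive control shift, at one fixed dose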
hIAP act – human IAP activators, primary screen, biochemical, luminescence, uHTS | Intestinal-type alkaline phosphatase (Homo sapiens), P09923 | purified human IAP, CDP-Star luminescence, 30 min; hits give high values; 1 = vehicle-only enzyme, 0 = enzyme-free background | activation factor at 10 µM | 330,000 tested, 0.16% active;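 active = activation factor of the enzyme at least 2-fold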; also: the source names both 10 and 20 µM as test concentration; values of inactives mirror those of a sister screen read the other way
PfGluPho inh – PfG6PD enzyme inhibitors, primary screen, biochemical, fluorescence intensity, uHTS | PfGluPho enzyme, NADPH resazurin-diaphorase fluorescence | AID 504690, 2011 | 350,000 tested, 0.78% active | inhibition, % at 20 µM;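 active = inhibition reaching at least a set limit at 20 µM in the primary screen, cut at about 59% in these data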;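 also: 0% = DMSO wells with substrate and 100% = DMSO wells lacking glucose-6-phosphate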
ATG4B inhibitor – ATG4B protease inhibitors, primary screen, biochemical, fluorescence, uHTS | ATG4B cleavage of LC3-PLA2, NBD-HPC fluorescence, 1 h | inhibition, % at 8.33 µM | 340,000 tested, 0.51% active | Cysteine protease ATG4B (Homo sapiens), Q9Y4P1; in the data active = inhibition above about 40%
Target sequence (Q9Y4P1 whole entry, looked up): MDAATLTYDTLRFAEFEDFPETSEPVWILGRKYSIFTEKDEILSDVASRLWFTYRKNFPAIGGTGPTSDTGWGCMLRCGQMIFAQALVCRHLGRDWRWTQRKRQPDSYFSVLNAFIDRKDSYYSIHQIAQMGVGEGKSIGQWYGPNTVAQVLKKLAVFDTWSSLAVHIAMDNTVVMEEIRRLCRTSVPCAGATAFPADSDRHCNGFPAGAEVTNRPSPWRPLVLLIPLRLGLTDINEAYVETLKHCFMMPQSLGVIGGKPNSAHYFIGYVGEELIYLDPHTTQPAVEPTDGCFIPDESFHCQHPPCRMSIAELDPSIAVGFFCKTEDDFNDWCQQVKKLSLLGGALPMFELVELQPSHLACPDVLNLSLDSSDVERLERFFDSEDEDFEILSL
SENP8 block – human SENP8 protease inhibitors, primary screen, biochemical, fluorescence, Nedd8 protein substrate, uHTS; Sentrin-specific protease 8 (Homo sapiens), Q96LD8; recombinant SENP8; inhibition, % at 20 µM; 360,000 tested, 0.64% active; in the data active = inhibition mostly above about 40%, no sharp cut-off; inactive = mostly below about 27%
SENP1 inh – human SENP1 catalytic domain inhibitors, primary screen, biochemical, FRET, uHTS. Sentrin-specific protease 1 (Homo sapiens), Q9P0U3. recombinant SENP1 catalytic domain, CyPet-SUMO1-YPet FRET cleavage. inhibition, % at 10 µM. 360,000 tested, 0.21% active;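 active = inhibition at least 30% at 10 µM, raw YFP signal under a set limit, fluorescence ratio 0.5 to 1.5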;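 also: 0% = enzyme with DMSO and 100% = no enzyme wells; some results filed as inactive read as strong as hits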
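System: Recombinant human SENP1 catalytic domain, His6-tagged | Incubation: Enzyme reaction for 50 min at room temperature, dark | Medium: Tris pH 8 with BME, BSA, NP40 and catalase | Also added: 25 nM SUMO1 FRET substrate | Compound: 10 µM single point, 0.5% DMSO | Measured by: FRET fluorescence in CFP and YFP emission channels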
Starred values were filed as active, the others as inactive; . = no result given.

The opening 3 compounds as a preview:
#1 CSCCC(NC(=O)c1ccco1)C(=O)N1CCN(C(c2ccccc2)c2ccccc2)CC1 (configuration not stated)
#2 c1ccc(C(NCCNC(c2ccccc2)c2ccccc2)c2ccccc2)cc1
#3 O=C(c1cccc(S(=O)(=O)N2CCOCC2)c1)N1CCN(S(=O)(=O)c2cccc([N+](=O)[O-])c2)CC1
assay / compound,1,2,3
SENP6 inh,-24,-14,-3
MPTP block,-0.8,0.2,-0.6
GRIN3A LBD mod,0,-1,2
hIAP act,1,1,1
PfGluPho inh,-6,19,1
ATG4B inhibitor,-7,2,-3
SENP8 block,7,25,6
SENP1 inh,-3,0,1

All compounds of this part (from the top)
#1 CSCCC(NC(=O)c1ccco1)C(=O)N1CCN(C(c2ccccc2)c2ccccc2)CC1 (configuration not stated)
#2 c1ccc(C(NCCNC(c2ccccc2)c2ccccc2)c2ccccc2)cc1
#3 O=C(c1cccc(S(=O)(=O)N2CCOCC2)c1)N1CCN(S(=O)(=O)c2cccc([N+](=O)[O-])c2)CC1
#4 COc1ccc(S(=O)(=O)n2nc(OC(=O)c3c(-c4ccccc4Cl)noc3C)cc2N)cc1
#5 CCN(CC(=O)NCc1ccc(Cl)cc1)C(=O)Cc1ccccc1[N+](=O)[O-]
assay / compound,1,2,3,4,5
SENP6 inh,-24,-14,-3,-15,-2
MPTP block,-0.8,0.2,-0.6,1.3,-0.1
GRIN3A LBD mod,0,-1,2,-14,1
hIAP act,1,1,1,1.1,0.9
PfGluPho inh,-6,19,1,-3,-2
ATG4B inhibitor,-7,2,-3,-8,-6
SENP8 block,7,25,6,10,10
SENP1 inh,-3,0,1,2,3

#6 CN1C(=O)CC(N2CCN(c3ccccn3)CC2)C1=O (configuration not stated)
#7 COc1cccc(/C=C/C(=O)OCC(=O)c2ccc(C)c(C)c2)c1OC
#8 Cc1ccc(-c2cc(C(=O)Nc3nn[nH]n3)c3ccccc3n2)c(C)c1
#9 CCC(C)NC(=O)C1c2ccccc2Oc2ccccc21 (configuration not stated)
#10 O=C(CCC(=O)NNC(=O)Cc1ccccc1)NCc1ccccc1
assay / compound,6,7,8,9,10
SENP6 inh,-3,-1,-7,-4,-20
MPTP block,0.9,0.8,-1.9,1.9,-2.1
GRIN3A LBD mod,-3,-2,0,-1,-3
hIAP act,1.2,0.84,0.82,0.94,1.2
PfGluPho inh,-12,2,1,20,-5
ATG4B inhibitor,-8,-1,5,1,8
SENP8 block,4,-400,-12,-2,10
SENP1 inh,2,2,-2,6,2

#11 O=C(Cn1cc(S(=O)(=O)N2CCN(c3ccccc3F)CC2)c2ccccc2c1=O)NCCCN1CCCCCC1
#12 Cc1ccnc(NC2c3ccccc3C(=O)N2Cc2ccccc2Cl)c1 (configuration not stated)
#13 COc1cccc(NCc2nnc(SCC(=O)N(C)C3CCS(=O)(=O)C3)n2C2CCCCC2)c1 (configuration not stated)
#14 COc1ccccc1OCCC(=O)OCC(=O)NCc1ccc(F)cc1
#15 NS(=O)(=O)c1ccc(CNC(=O)c2cc(-c3ccccn3)nc3ccc(Cl)cc23)cc1
assay / compound,11,12,13,14,15
SENP6 inh,-9,-16,-3,-2,2
MPTP block,-2.3,0.0,-0.1,-1.3,2.5
GRIN3A LBD mod,-2,2,2,0,-11
hIAP act,0.94,1.1,0.93,0.86,1.1
PfGluPho inh,7,35,-2,7,16
ATG4B inhibitor,-7,7,-7,-9,4
SENP8 block,10,16,11,7,-23
SENP1 inh,-12,1,3,0,-24

#16 CSc1ccccc1COC(=O)Nc1ccccc1C
#17 COc1ccc(C(=O)CC(=O)Nc2ccc([N+](=O)[O-])cc2)cc1
#18 CC(=O)C12OC1CC1C3CCC4=CC(=O)CCC4(C)C3CCC12C (configuration not stated)
#19 COc1cc(OC)cc(C(=O)NCC(=O)N2CCC(C)CC2)c1
#20 O=C(NCCN1CCCC1)c1ccc(Cn2c(=S)[nH]c3ccc(Br)cc3c2=O)cc1
assay / compound,16,17,18,19,20
SENP6 inh,15,-15,4,-13,-23
MPTP block,0.5,2.7,0.0,-0.1,-2.3
GRIN3A LBD mod,0,24*,-1,-2,-2
hIAP act,0.96,0.88,0.92,0.94,1.1
PfGluPho inh,-2,10,-3,9,25
ATG4B inhibitor,15,-3,-6,3,3
SENP8 block,8,9,12,6,-5
SENP1 inh,-1,1,-1,0,-16

#21 CCOc1ccccc1OCC(=O)Nc1ccc(S(=O)(=O)N(C)C)cc1
#22 O=C(Oc1cccc(Oc2ccccc2)c1)N1CCOCC1
#23 O=S(=O)(c1ccc(S(=O)(=O)N2CCCN(Cc3ccccc3)C2)cc1)N1CCCCCC1
#24 O=C(Cn1ccc(=O)[nH]c1=O)Nc1ccc(C(=O)O)c(O)c1
#25 O=C(Nc1cccc(-c2cccc(Cl)c2)c1)C1CCN(Cc2ccon2)CC1
assay / compound,21,22,23,24,25
SENP6 inh,-7,-5,-9,46,2
MPTP block,-1.7,-0.3,0.0,-0.6,0.7
GRIN3A LBD mod,-1,0,0,5,-10
hIAP act,1.2,1.2,0.88,1.1,2*
PfGluPho inh,2,-9,2,-10,0
ATG4B inhibitor,-17,-8,4,6,2
SENP8 block,29,8,5,8,10
SENP1 inh,3,0,1,-1,2

#26 NC(=O)c1oc2ccccc2c1NC(=O)c1nc2ccccc2s1
#27 Cc1ccsc1C(C(=O)NC1CCCCC1)N(C(=O)Cc1cccs1)C1CC1 (configuration not stated)
#28 COc1ccccc1C(=O)OCCc1ccccc1
#29 O=C(CNC(=O)c1ccc(Br)cc1)N/N=C/c1ccc[nH]1
#30 Cn1c(N)c(C(=O)COC(=O)Cn2cc(C(F)(F)F)ccc2=O)c(=O)n(C)c1=O
assay / compound,26,27,28,29,30
SENP6 inh,-20,-5,.,9,-29
MPTP block,-3.0,-1.2,1.5,-1.4,0.8
GRIN3A LBD mod,-14,-4,-2,0,-1
hIAP act,0.91,0.93,.,1,1
PfGluPho inh,-3,6,-3,-19,-13
ATG4B inhibitor,1,0,3,-6,-4
SENP8 block,-66,13,9,29,28
SENP1 inh,-3,0,0,3,1

Quoted at random: two compounds from above
#26 NC(=O)c1oc2ccccc2c1NC(=O)c1nc2ccccc2s1
#29 O=C(CNC(=O)c1ccc(Br)cc1)N/N=C/c1ccc[nH]1
assay / compound,26,29
SENP6 inh,-20,9
MPTP block,-3.0,-1.4
GRIN3A LBD mod,-14,0
hIAP act,0.91,1
PfGluPho inh,-3,-19
ATG4B inhibitor,1,-6
SENP8 block,-66,29
SENP1 inh,-3,3

Remaining list, next part:
#31 N#Cc1ccc(-c2cccnc2)nc1SCc1ccc(Cl)cc1Cl
#32 O=C(NCC(c1ccco1)N1CCCC1)c1cccc(S(=O)(=O)N2CCCCC2)c1 (configuration not stated)
#33 Cc1cc(C)cc(N(CC(=O)Nc2c(C)n(C)n(-c3ccccc3)c2=O)S(C)(=O)=O)c1
#34 Cc1onc(-c2c(F)cccc2Cl)c1C(=O)O/N=C(\N)c1ccc([N+](=O)[O-])o1
#35 CC(C)(C)C1CCC(C(=O)OCC(=O)N2CCN(C(=O)c3ccco3)CC2)CC1 (configuration not stated)
assay / compound,31,32,33,34,35
SENP6 inh,-8,.,-1,-2,-17
MPTP block,3.0,-0.2,-0.1,1.7,0.9
GRIN3A LBD mod,-1,.,-1,-1,-2
hIAP act,1,.,0.99,0.87,1.3
PfGluPho inh,-1,-8,4,19,10
ATG4B inhibitor,-14,.,-15,-1,-2
SENP8 block,-445,11,-7,13,9
SENP1 inh,1,-4,1,0,0

#36 CC(C)c1cc(-c2cc(C(=O)NCc3ccccc3)on2)nc(NC2CCCC2)n1
#37 CCOC(=O)c1ccccc1NC(=S)N1CCC(N2CCCCC2)CC1
#38 CCN(C[C@H]1N[C@@](C)(C(=O)OC)[C@H]2C(=O)N(Cc3ccccc3)C(=O)[C@@H]12)C(=O)Nc1ccc(F)cc1
#39 O=C(Nc1ccc(S(=O)(=O)Nc2ncccn2)cc1)c1ccccc1NS(=O)(=O)c1ccc(F)cc1
#40 CCC(=O)Nc1ccc(C2=Nn3c(nnc3C(C)C)SC2)cc1
assay / compound,36,37,38,39,40
SENP6 inh,3,12,10,20,1
MPTP block,-1.6,10,-2.1,-0.1,3.4
GRIN3A LBD mod,-13,-7,2,-1,-1
hIAP act,1.1,0.89,1,0.85,1.1
PfGluPho inh,22,2,4,-24,37
ATG4B inhibitor,9,0,-6,6,6
SENP8 block,-412,-47,6,-345,16
SENP1 inh,1,2,4,1,-12

Single records, from the list above. Order of screens: SENP6 inh	MPTP block	GRIN3A LBD mod	hIAP act	PfGluPho inh	ATG4B inhibitor	SENP8 block	SENP1 inh
`CC(C)c1cc(-c2cc(C(=O)NCc3ccccc3)on2)nc(NC2CCCC2)n1` is listed with 3	-1.6	-13	1.1	22	9	-412	1
`CCC(=O)Nc1ccc(C2=Nn3c(nnc3C(C)C)SC2)cc1` is listed with 1	3.4	-1	1.1	37	6	16	-12
`O=C(Nc1ccc(S(=O)(=O)Nc2ncccn2)cc1)c1ccccc1NS(=O)(=O)c1ccc(F)cc1` is listed with 20	-0.1	-1	0.85	-24	6	-345	1
`CCN(C[C@H]1N[C@@](C)(C(=O)OC)[C@H]2C(=O)N(Cc3ccccc3)C(=O)[C@@H]12)C(=O)Nc1ccc(F)cc1` is listed with 10	-2.1	2	1	4	-6	6	4

Remaining list, next part.
#41 COc1ccc(S(=O)(=O)NCCc2csc(C)n2)cc1C
#42 O=C(COC(=O)CCNS(=O)(=O)c1cccs1)Nc1ccccc1
#43 O=C(CSc1nc2ccccc2c(=O)n1CC1CCCO1)Nc1ccccc1 (configuration not stated)
#44 CC(=O)Nc1cccc(NC(=O)Nc2cccc3ccccc23)c1
#45 COc1cccc(Nc2ncnc3sccc23)c1
#46 O=C(c1ccc(CNS(=O)(=O)c2ccc(Br)cc2)cc1)N1CCCCCC1
#47 COc1ccc(CCN2C(=O)C(O)=C(C(C)=O)C2c2ccccc2OC)cc1OC (configuration not stated)
#48 COc1ccc(Cn2ccnc2SCC(=O)Nc2cccc(NC(C)=O)c2)cc1
assay / compound,41,42,43,44,45,46,47,48
SENP6 inh,-14,-4,-15,-14,18,-2,-7,-2
MPTP block,-2.4,-2.5,0.8,0.3,-0.4,0.3,-2.1,0.7
GRIN3A LBD mod,-3,-1,2,3,-13,1,-1,-1
hIAP act,1.2,0.91,1,1.2,1,1.1,0.87,1.2
PfGluPho inh,-7,-7,-6,13,16,-2,-16,4
ATG4B inhibitor,-17,-4,-2,-6,-1,7,-1,-2
SENP8 block,12,1,19,-99,-21,4,-4,20
SENP1 inh,1,1,2,2,-108,0,2,-5
